S1P4 agonist: human S1P4 receptor agonism | 0.35% of 220,000 active | activation, % at 4.98 µM | O95977 | S1P4-expressing cell line, agonist reporter assay; in the data active means activation above about 11%;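 further: 0% = DMSO vehicle and 100% = reference agonist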
Target sequence (O95977 whole entry, looked up): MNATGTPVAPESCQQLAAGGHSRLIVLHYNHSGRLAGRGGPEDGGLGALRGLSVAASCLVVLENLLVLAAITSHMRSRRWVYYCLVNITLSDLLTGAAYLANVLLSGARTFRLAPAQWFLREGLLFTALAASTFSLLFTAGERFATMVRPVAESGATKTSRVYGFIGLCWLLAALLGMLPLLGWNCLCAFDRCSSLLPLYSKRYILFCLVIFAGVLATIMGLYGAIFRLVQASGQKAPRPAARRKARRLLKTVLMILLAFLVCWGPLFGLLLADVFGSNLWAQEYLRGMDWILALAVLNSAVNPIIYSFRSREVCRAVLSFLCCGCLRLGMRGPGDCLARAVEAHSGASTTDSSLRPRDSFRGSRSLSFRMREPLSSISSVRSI
BaF3 tox: parental Ba/F3 viability inhibition as JAK2V617F counter-screen; CellTiter-Glo ATP luminescence; inhibition, % at 5.6 µM; 1.1% of 220,000 active;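 active means inhibition above a per-campaign cutoff, the mean inhibition of all tested compounds plus 3 SD, cut at about 27% in these data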;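 further: 0% = DMSO wells and 100% = JAK Inhibitor I control wells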
Wee1 degr inh: blocks degradation of human Wee1 kinase; P30291; HeLa Luc-Wee1K328M stability, luciferase luminescence; 100% = proteasome inhibitor MG132 effect; reporter increase, % at 5 µM; 1.2% of 220,000 active; AID 1321;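 active means activation above the mean of all tested compounds plus 3 SD, set per screening run, cut at about 8.8% in these data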;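 further: cells exposed to compound for 20 h before luminescence read; 0% = DMSO alone and 100% = MG132 at 30 µM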
Target sequence (P30291 whole entry K328M): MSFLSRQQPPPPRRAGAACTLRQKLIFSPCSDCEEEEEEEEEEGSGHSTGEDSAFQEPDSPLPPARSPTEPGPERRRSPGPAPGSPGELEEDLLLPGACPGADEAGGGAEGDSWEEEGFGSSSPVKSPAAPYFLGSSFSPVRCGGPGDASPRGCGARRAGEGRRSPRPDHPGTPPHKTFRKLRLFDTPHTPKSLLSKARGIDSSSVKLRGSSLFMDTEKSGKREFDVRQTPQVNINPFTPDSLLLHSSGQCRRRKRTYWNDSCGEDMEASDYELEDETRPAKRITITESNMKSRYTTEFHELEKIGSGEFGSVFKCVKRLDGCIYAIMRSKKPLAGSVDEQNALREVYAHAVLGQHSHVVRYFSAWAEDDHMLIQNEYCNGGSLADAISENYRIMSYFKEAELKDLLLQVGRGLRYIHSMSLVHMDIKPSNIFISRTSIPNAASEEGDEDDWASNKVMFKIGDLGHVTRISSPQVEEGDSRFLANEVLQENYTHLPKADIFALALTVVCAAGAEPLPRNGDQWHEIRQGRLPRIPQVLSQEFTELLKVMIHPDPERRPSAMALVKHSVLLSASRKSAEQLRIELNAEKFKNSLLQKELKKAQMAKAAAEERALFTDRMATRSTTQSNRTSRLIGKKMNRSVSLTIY
PERK inh: human PERK inhibition, primary cell-based screen. Q9NZJ5. CHO PERK-DD fusion, SEAP luminescence translation reporter. inhibition, % at 5.6 µM. 0.17% of 220,000 active;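 active means inhibition above the mean inhibition of all tested compounds plus 3 SD, set separately per screening campaign, cut at about 2.9% in these data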;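 further: PERK kinase domain activated by AP20187 dimerizer at 100 nM; 0% = DMSO with dimerizer and 100% = rapamycin at 8.4 µM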
MDM2 E3 inh: blocks human Mdm2 ubiquitin ligase activity | cell-based MDM2 ubiquitination luciferase reporter, 2 h; 0 = plate control, 100 = twice control, blank-subtracted | signal enhancement, % at 5 µM | 0.11% of 210,000 active | AID 1230;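 active means signal enhancement of 30% or more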;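 further: luminescence tracks abundance of the self-degrading MDM2-luciferase fusion protein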
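Timing – 2 h compound exposure at 37 °C · Assay system – mammalian cells stably expressing self-ubiquitinating, self-degrading MDM2 E3–luciferase fusion · Amount – 2000 cells seeded into each well · Measure – % luminescence enhancement versus blank-corrected plate control mean · Measured by – SteadyLite luminescence, 15 min reagent step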
eIF4E-4G inh: blocks eIF4E binding to eIF4G | 0.37% of 220,000 active | inhibition, % at 21.7 µM | AID 782 | TR-FRET eIF4E-eIF4GI(517-606) binding, 2 h;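 active means inhibition above about 30%, limit read from the data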;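 further: 0% = full FRET control wells and 100% = background wells lacking eIF4GI fragment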
Ba/F3 V617F tox: loss of viability in JAK2V617F-driven Ba/F3 cells; Ba/F3 EpoR-JAK2V617F viability, ATP luminescence; inhibition, % at 5.6 µM; 1.1% of 220,000 active;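 active means inhibition above the campaign mean plus 3 SD over all tested compounds, cut at about 24% in these data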;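 further: cytokine-independent growth of Ba/F3 cells driven by EpoR plus mutant JAK2; 0% = DMSO-treated cells and 100% = JAK inhibitor I control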
NPY-Y2 PAM-ag: potentiates or activates human NPY-Y2 receptor. cells expressing NPY-Y2, potentiator/agonist read-out. P49146. activation, % at 3.6 µM. 0.45% of 220,000 active; in the data active means activation above about 27%;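 further: cells stimulated with NPY near EC25 plus isoproterenol at EC100; 0% = vehicle plus submaximal agonist and 100% = vehicle plus saturating agonist; some results beyond the cut were filed as inactive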
S1P4 antagonist: human S1P4 receptor antagonism; 0.26% of 220,000 active; inhibition, % at 4.98 µM; S1P4-expressing cells, antagonist mode, reporter read-out; in the data active means inhibition above about 29%;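 further: 0% = wells stimulated with agonist and 100% = vehicle wells without agonist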
* = called active by the depositor; [ ] = dose if it differs, or a comment.

How did CCOC(=O)C1CCN(Cc2ccccc2C)CC1 do in these assays?
S1P4 agonist: 3.9; BaF3 tox: 6.2; Wee1 degr inh: -1.5; PERK inh: -0.4; MDM2 E3 inh: -4.4; eIF4E-4G inh: -2.3[fluorescence artefact?]; Ba/F3 V617F tox: 0.6; NPY-Y2 PAM-ag: -1.3; S1P4 antagonist: -7.1

What do the screens show for `CCC(C)c1ccc(S(=O)(=O)N2CC(=O)Nc3ccccc32)cc1` (centres undefined)?
S1P4 agonist: 1.6; BaF3 tox: 6.3; Wee1 degr inh: 8.0; PERK inh: -0.8; MDM2 E3 inh: -19.0; eIF4E-4G inh: 4.0; Ba/F3 V617F tox: -3.3; NPY-Y2 PAM-ag: 1.8; S1P4 antagonist: -29.2

What do the screens show for `Cc1ccc(NS(=O)(=O)c2cc(NC(=O)c3ccc4c(c3)NC(=O)CS4)ccc2Cl)c(C)c1`?
S1P4 agonist: -0.1; BaF3 tox: 7.1; Wee1 degr inh: -1.9; PERK inh: 0.3; MDM2 E3 inh: -18.8; eIF4E-4G inh: 5.0; Ba/F3 V617F tox: 8.6; NPY-Y2 PAM-ag: -12.9; S1P4 antagonist: -6.3

Results for O=C(NCC1CCCO1)c1ccc2c(=O)n(CCc3ccccc3)c(=O)[nH]c2c1 (centres undefined) ?
S1P4 agonist: -1.1; BaF3 tox: -4.2; Wee1 degr inh: -0.8; PERK inh: 0.3; MDM2 E3 inh: 1.9; eIF4E-4G inh: 8.4[fluorescence artefact?]; Ba/F3 V617F tox: -4.1; NPY-Y2 PAM-ag: 19.2; S1P4 antagonist: 7.5

How did CC1=NN(c2ccccc2)C(=O)C1=C(C)C do in these assays?
S1P4 agonist: -0.8; BaF3 tox: 2.3; Wee1 degr inh: 4.2; PERK inh: 0.0; MDM2 E3 inh: -10.2; eIF4E-4G inh: -1.9; Ba/F3 V617F tox: -2.0; NPY-Y2 PAM-ag: 2.0; S1P4 antagonist: -8.7

What do the screens show for `Cc1c(C(C)(C)C)c(C=S)n2ccccc12`?
S1P4 agonist: 1.5; BaF3 tox: 3.0; Wee1 degr inh: 1.1; PERK inh: -0.3; MDM2 E3 inh: -12.7; eIF4E-4G inh: -1.3; Ba/F3 V617F tox: -2.2; NPY-Y2 PAM-ag: -7.9; S1P4 antagonist: -2.5

How did O=C(O)c1ccccc1CSC1=NCCS1 do in these assays?
S1P4 agonist: 1.2; BaF3 tox: 7.2; Wee1 degr inh: 2.3; PERK inh: 0.2; MDM2 E3 inh: -9.9; eIF4E-4G inh: -2.5; Ba/F3 V617F tox: -0.6; NPY-Y2 PAM-ag: 10.7; S1P4 antagonist: 3.2

How did COc1ccc(CN(C(=O)c2cc3ccccc3oc2=O)C2CCS(=O)(=O)C2)cc1 (centres undefined) do in these assays?
S1P4 agonist: 0.1; BaF3 tox: -1.9; Wee1 degr inh: 0.3; PERK inh: -1.0; MDM2 E3 inh: -2.5; eIF4E-4G inh: 3.7; Ba/F3 V617F tox: -2.2; NPY-Y2 PAM-ag: 13.4; S1P4 antagonist: -3.8

How did Cc1ccc(OCC(=O)NC2=NCCS2)cc1 do in these assays?
S1P4 agonist: 0.1; BaF3 tox: 2.3; Wee1 degr inh: -0.7; PERK inh: 1.9; MDM2 E3 inh: -9.4; eIF4E-4G inh: -1.9; Ba/F3 V617F tox: -0.1; NPY-Y2 PAM-ag: -16.9; S1P4 antagonist: 10.3

Results for CC(=O)Nc1ccc(C(=O)NCCc2ccccc2)cc1 ?
S1P4 agonist: 0.6; BaF3 tox: 6.7; Wee1 degr inh: 3.8; PERK inh: 2.1; MDM2 E3 inh: -3.6; eIF4E-4G inh: 4.1; Ba/F3 V617F tox: 2.8; NPY-Y2 PAM-ag: 3.8; S1P4 antagonist: -3.2

How did O=S(=O)(c1cccc(-c2nnc(-c3ccc(Br)cc3)o2)c1)N1CCCCCC1 do in these assays?
S1P4 agonist: 3.4; BaF3 tox: -2.6; Wee1 degr inh: -0.8; PERK inh: 0.8; MDM2 E3 inh: -8.6; eIF4E-4G inh: -6.0; Ba/F3 V617F tox: -4.4; NPY-Y2 PAM-ag: -4.4; S1P4 antagonist: -15.7

What do the screens show for `CC(=O)Nc1sc2c(c1C#N)CCC2`?
S1P4 agonist: 0.6; BaF3 tox: 9.8; Wee1 degr inh: -0.9; PERK inh: -0.2; MDM2 E3 inh: -6.4; eIF4E-4G inh: -0.8; Ba/F3 V617F tox: 1.8; NPY-Y2 PAM-ag: -14.4; S1P4 antagonist: -5.1

How did COC(=O)Nc1ccc(S(=O)(=O)Nc2ccc(O)cc2)cc1 do in these assays?
S1P4 agonist: 1.1; BaF3 tox: 8.5; Wee1 degr inh: 1.4; PERK inh: -0.2; MDM2 E3 inh: -5.2; eIF4E-4G inh: 1.3; Ba/F3 V617F tox: 3.2; NPY-Y2 PAM-ag: -3.7; S1P4 antagonist: -21.4

How did Cc1oc2c(C)c(O)ccc2c(=O)c1-c1ccc2ccccc2n1 do in these assays?
S1P4 agonist: -2.4; BaF3 tox: 3.4; Wee1 degr inh: 5.2; PERK inh: -0.2; MDM2 E3 inh: -17.9; eIF4E-4G inh: 1.9; Ba/F3 V617F tox: -0.7; NPY-Y2 PAM-ag: 12.4; S1P4 antagonist: -2.0

What do the screens show for `N=C1c2ccccc2CN1NC(=O)CC12CC3CC(CC(C3)C1)C2`?
S1P4 agonist: -0.4; BaF3 tox: -0.5; Wee1 degr inh: 0.0; PERK inh: -1.1; MDM2 E3 inh: -2.6; eIF4E-4G inh: 0.8; Ba/F3 V617F tox: -4.8; NPY-Y2 PAM-ag: 5.7; S1P4 antagonist: -10.5

What do the screens show for `O=C(CSc1nnc(-c2ccncc2)n1Cc1ccccc1)Nc1nccs1`?
S1P4 agonist: 1.0; BaF3 tox: 0.5; Wee1 degr inh: 0.0; PERK inh: 0.2; MDM2 E3 inh: -12.7; eIF4E-4G inh: -12.4; Ba/F3 V617F tox: 1.7; NPY-Y2 PAM-ag: 3.2; S1P4 antagonist: -19.8

What do the screens show for `COc1ccc(/C(C)=N/NC(=O)c2ccccc2OCc2ccccc2)c(OC)c1`?
S1P4 agonist: -0.9; BaF3 tox: 6.7; Wee1 degr inh: 2.0; PERK inh: 0.0; MDM2 E3 inh: -5.2; eIF4E-4G inh: 2.5; Ba/F3 V617F tox: 4.0; NPY-Y2 PAM-ag: -40.0; S1P4 antagonist: 3.0

Results for Cn1cnnc1-c1cccc(NS(=O)(=O)c2ccc(N3CCCC3=O)cc2)c1 ?
S1P4 agonist: 0.5; BaF3 tox: 6.0; Wee1 degr inh: 0.7; PERK inh: 1.3; eIF4E-4G inh: -1.7; Ba/F3 V617F tox: -2.5; NPY-Y2 PAM-ag: -6.1; S1P4 antagonist: 1.6

What do the screens show for `CC(C)(C)c1cc(CN2CCCCC2)cc(C(C)(C)C)c1O`?
S1P4 agonist: -3.9; BaF3 tox: 5.2; Wee1 degr inh: -2.5; PERK inh: -0.8; MDM2 E3 inh: -4.8; eIF4E-4G inh: -0.7[fluorescence artefact?]; Ba/F3 V617F tox: 1.9; NPY-Y2 PAM-ag: -1.9; S1P4 antagonist: -9.5

What do the screens show for `Cc1nn(CC#N)c(=O)n1-c1ccc(C(C)C)cc1`?
S1P4 agonist: 3.0; BaF3 tox: 4.1; Wee1 degr inh: 2.6; PERK inh: 1.7; MDM2 E3 inh: -18.6; eIF4E-4G inh: 2.3; Ba/F3 V617F tox: 0.8; NPY-Y2 PAM-ag: -5.1; S1P4 antagonist: -3.3

What do the screens show for `C/C(=N\Nc1ccc(Cl)c(C(=O)O)c1)c1ccc[nH]1`?
S1P4 agonist: -0.5; BaF3 tox: 0.2; Wee1 degr inh: 0.3; PERK inh: 0.4; MDM2 E3 inh: -11.8; eIF4E-4G inh: 3.2; Ba/F3 V617F tox: -0.3; NPY-Y2 PAM-ag: 15.8; S1P4 antagonist: 5.6

How did CCOC(=O)C1=C(C)N=c2s/c(=C\c3ccncc3)c(=O)n2C1c1ccc2c(c1)OCO2 (centres undefined) do in these assays?
S1P4 agonist: 1.3; BaF3 tox: 6.8; Wee1 degr inh: -1.9; PERK inh: -1.0; MDM2 E3 inh: 0.5; eIF4E-4G inh: 2.6[fluorescence artefact?]; Ba/F3 V617F tox: -1.4; NPY-Y2 PAM-ag: -2.4; S1P4 antagonist: -12.9

What do the screens show for `CCCN1Cc2cccc(C(=O)NC(CC(=O)OCC)c3ccc(C)cc3)c2C1=O` (centres undefined)?
S1P4 agonist: -2.2; BaF3 tox: 9.6; Wee1 degr inh: 2.1; PERK inh: 0.0; MDM2 E3 inh: -0.5; eIF4E-4G inh: 2.6; Ba/F3 V617F tox: 2.7; NPY-Y2 PAM-ag: -23.2; S1P4 antagonist: 1.0

Results for CCc1ccccc1NC(=O)N[C@@H](C)C(=O)OC ?
S1P4 agonist: 0.7; BaF3 tox: 3.9; Wee1 degr inh: 2.7; PERK inh: -0.1; MDM2 E3 inh: -8.7; eIF4E-4G inh: 1.6; Ba/F3 V617F tox: 4.7; NPY-Y2 PAM-ag: -16.8; S1P4 antagonist: -3.0

How did O=C(CCSCc1ccccc1F)NCc1cccnc1 do in these assays?
S1P4 agonist: -1.1; BaF3 tox: 9.0; Wee1 degr inh: 0.2; PERK inh: 1.8; MDM2 E3 inh: 5.1; eIF4E-4G inh: -7.9; Ba/F3 V617F tox: 0.4; NPY-Y2 PAM-ag: -4.6; S1P4 antagonist: 9.1

How did Cc1nn(CC(=O)NNC(=S)Nc2ccccc2)c(C)c1[N+](=O)[O-] do in these assays?
S1P4 agonist: 0.3; BaF3 tox: 2.8; Wee1 degr inh: -0.9; PERK inh: 0.3; MDM2 E3 inh: -3.8; eIF4E-4G inh: -9.0[fluorescence artefact?]; Ba/F3 V617F tox: -1.1; NPY-Y2 PAM-ag: 3.0; S1P4 antagonist: -6.9

What do the screens show for `CC(NC(=O)C1CCN(c2nnc(-n3cccc3)s2)CC1)C12CC3CC(CC(C3)C1)C2` (centres undefined)?
S1P4 agonist: -2.0; BaF3 tox: 6.2; Wee1 degr inh: 0.3; PERK inh: -1.1; MDM2 E3 inh: -17.0; eIF4E-4G inh: -4.5; Ba/F3 V617F tox: -0.2; NPY-Y2 PAM-ag: -2.7; S1P4 antagonist: -13.4

What do the screens show for `CCOc1cc(CNCCO)cc(Br)c1OCc1ccc(Cl)cc1`?
S1P4 agonist: 1.1; BaF3 tox: 18.9; Wee1 degr inh: -3.2; PERK inh: -1.6; MDM2 E3 inh: -0.5; eIF4E-4G inh: 9.2; Ba/F3 V617F tox: 7.9; NPY-Y2 PAM-ag: -16.5; S1P4 antagonist: 4.8

Results for CC(=O)CSc1nnc(-c2ccc3c(c2)OCO3)o1 ?
S1P4 agonist: -2.1; BaF3 tox: 4.4; Wee1 degr inh: -0.1; PERK inh: 1.6; eIF4E-4G inh: -0.2; Ba/F3 V617F tox: -0.8; NPY-Y2 PAM-ag: -21.1; S1P4 antagonist: -5.8

Results for O=C(O)C1C2C=CC3(CN(c4cccc(C(F)(F)F)c4)C(=O)C13)O2 (centres undefined) ?
S1P4 agonist: 1.6; BaF3 tox: 0.1; Wee1 degr inh: -1.2; PERK inh: 0.8; MDM2 E3 inh: -3.2; eIF4E-4G inh: -7.6; Ba/F3 V617F tox: -2.8; NPY-Y2 PAM-ag: 9.3; S1P4 antagonist: -8.1

Source: PubChem BioAssay
